# DSG3 Ab inh – inhibitors of pemphigus antibody binding to DSG3, primary screen, biochemical, bead-based, flow cytometry, scFv-GFP | DSG3-coupled beads, scFv-anti-DSG3-GFP binding; stronger effect = lower value | binding (percent of control), % at 10 µM | AID 588358, 2011 | actives 0.48% (n = 310,000);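 active means binding more than 3 SD below its plate's average and above zero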;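 further: hits lower antibody fragment binding to DSG3; some compounds called inactive have numbers as strong as hits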
# RTF Ca sens inh – cardiac RTF calcium sensitivity inhibitors, primary screen, biochemical, IANBD-TnC fluorescence, EC70 calcium | AID 493244, 2011 | actives 0.12% (n = 340,000) | inhibition, % at 7.15 µM | Troponin I, cardiac muscle (Homo sapiens) + Troponin T, cardiac muscle (Homo sapiens) + … | IANBD-labeled cardiac RTF, Ca2+ fluorescence;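 active means inhibition above the mean inhibition of all tested compounds plus 3 SD, cut at about 17% in these data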;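 further: assay run at fixed EC70 calcium of 1.6 mM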
# C-LANA FP – inhibitors of KSHV C-LANA binding to DNA, primary screen, biochemical, fluorescence polarization, FAM-LBS DNA, MBP-C-LANA, single point; Kaposi's sarcoma herpesvirus LANA C-terminal domain (residues 932-1162) DNA binding; inhibition, % at 9 µM; actives 0.078% (n = 340,000);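 active means highest replicate inhibition at or above 60% at 9 µM, even if other replicates fall short; inactive means all replicates below 60% inhibition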;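 further: 0% = neutral control wells and 100% = 4 µM acridine orange control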
# V-ATPase pH – regulators of yeast V-ATPase proton pumping, primary screen, pHLuorin cytosolic pH fluorescence. S. cerevisiae. response, % at 10 µM. actives 0.37% (n = 350,000); in the data active means response mostly above about 7.3%, no sharp cut-off; inactive means mostly below about 5.4%; further: actives read high; inactives centre near 0; some compounds called inactive have numbers as strong as hits; reference of the scale not given here
# Arrestin-AP2 inh – inhibitors of beta-arrestin/AP2 binding, primary screen, biochemical, GPCR trafficking, flow cytometry; FITC-arrestin peptide / GST-AP2 beads; AP2 beta2 appendage carries R879A mutation; inhibition, % at 10 µM; actives 0.31% (n = 340,000); AID 504490, 2011;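 active means inhibition above a set limit, near 3 SD of compounds lacking own fluorescence, cut at about 54% in these data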;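 further: plate controls were DMSO wells for no effect and 5 µM unlabelled arrestin peptide for full effect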
#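 Material – GST-tagged AP2 beta2-adaptin appendage (R879A) on 4 µm glutathione beads · Probe or stimulus – fluorescein-tagged arrestin peptide at 50 nM final · Timing – 12 min plus 1 h, RT · Detection – bead flow cytometry, FITC channel · Read-out basis – inhibition as reduced fluorescein signal on beads, percent · Medium – PBS plus Tween 20 (0.05%) and BSA (0.1%)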
# Wnt bcat act – Wnt/beta-catenin pathway activators, primary screen, cell-based, plate reader, single point | Wnt/beta-catenin reporter cell assay, activator | activation, % at 9.35 µM | actives 1.2% (n = 300,000); in the data active means activation above about 30%, passing the limit was not always enough;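 further: 0% = neutral control wells and 100% = positive control wells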
# OPRM1-OPRD1 ag – agonists of OPRM1-OPRD1 heterodimerization, primary screen, cell-based, luminescence; Mu-type opioid receptor (Homo sapiens) + Delta-type opioid receptor (Homo sapiens), …; cells; activation, % at 9.3 µM; actives 0.3% (n = 340,000); AID 504326, 2011; in the data active means activation above about 18%;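 further: 0% = vehicle-treated cells and 100% = reference agonist; values of inactives mirror those of a sister screen read the other way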
# Target sequence (P35372 whole entry, looked up): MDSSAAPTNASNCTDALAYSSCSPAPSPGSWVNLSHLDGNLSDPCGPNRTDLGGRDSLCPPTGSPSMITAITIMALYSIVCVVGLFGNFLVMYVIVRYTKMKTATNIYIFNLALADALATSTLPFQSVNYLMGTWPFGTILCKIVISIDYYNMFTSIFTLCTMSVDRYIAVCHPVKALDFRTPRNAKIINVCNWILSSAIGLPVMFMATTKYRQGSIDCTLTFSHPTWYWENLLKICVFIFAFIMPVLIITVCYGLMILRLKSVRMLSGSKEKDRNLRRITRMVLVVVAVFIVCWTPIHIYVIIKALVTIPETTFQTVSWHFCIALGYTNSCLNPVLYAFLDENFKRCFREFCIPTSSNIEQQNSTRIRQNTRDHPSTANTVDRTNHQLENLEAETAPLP
# Target sequence (P41143 whole entry, looked up): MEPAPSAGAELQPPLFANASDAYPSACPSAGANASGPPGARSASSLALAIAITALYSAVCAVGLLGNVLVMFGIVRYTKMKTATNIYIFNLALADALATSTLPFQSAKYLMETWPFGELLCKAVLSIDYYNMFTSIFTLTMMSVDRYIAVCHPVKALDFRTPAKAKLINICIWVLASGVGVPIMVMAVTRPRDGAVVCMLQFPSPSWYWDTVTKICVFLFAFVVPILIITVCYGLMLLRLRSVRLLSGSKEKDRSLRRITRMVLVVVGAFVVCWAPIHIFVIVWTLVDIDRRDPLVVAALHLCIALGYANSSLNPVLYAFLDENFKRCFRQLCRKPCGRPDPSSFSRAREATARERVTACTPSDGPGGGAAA
# Keap1 Nrf2 FP – Keap1-Nrf2 protein-protein interaction inhibitors, primary screen, biochemical, fluorescence polarization, single point; Kelch-like ECH-associated protein 1 (Homo sapiens), Q14145; Keap1 Kelch-Nrf2 peptide fluorescence polarization, 1536-well; inhibition, % at 9.4 µM; actives 0.15% (n = 340,000); AID 504523, 2011; in the data active means inhibition above about 12%;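 further: human Keap1 Kelch domain with fluorescein labeled Nrf2 9mer peptide probe; 0% = neutral control wells and 100% = peptide positive control; higher means more block of Keap1 binding to Nrf2 peptide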
# cardiac RTF act – cardiac RTF calcium sensitivity activators, primary screen, biochemical, IANBD-TnC fluorescence, EC20 calcium; IANBD-labeled TnC RTF fluorescence at EC20 calcium; 0% EC20 calcium, 100% full calcium; activation, % at 7.2 µM; actives 0.24% (n = 340,000);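 active means activation above the mean over all tested compounds plus 3 SD, cut at about 30% in these data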;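 further: rise in fluorescence read as greater calcium sensitivity of cardiac thin filaments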
# MOR-DOR inv ag – inverse agonists of MOR-DOR heterodimerization, primary screen, cell-based, luminescence; cell-based MOR-DOR heterodimer luminescence, inverse agonism; inhibition, % at 9.3 µM; actives 0.21% (n = 340,000); in the data active means inhibition above about 22%, passing the limit was not always enough;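 further: 0% = cells with DMSO and 100% = wells without cells with DMSO; values of inactives mirror those of a sister screen read the other way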
# * hit, by the source's call; · = not tested or not shown. Compounds as they come; 3.1% or so of the library scored in one or more.
# Second line of a record – DSG3 Ab inh	RTF Ca sens inh	C-LANA FP	V-ATPase pH	Arrestin-AP2 inh	Wnt bcat act	OPRM1-OPRD1 ag	Keap1 Nrf2 FP	cardiac RTF act	MOR-DOR inv ag
CCOc1ccc(-c2nnc(SCc3nnc(-c4ccccc4)o3)n2-c2ccccc2F)cc1
    114.0	6.0	1.6	-6.5	-0.4	-0.8	-1.8	0.0	1.3	8.2
Cc1ccc(C(=O)N2CCN(c3ccccc3)CC2)cc1C
    88.0	-13.8	-0.8	-0.3	0.6	8.1	-0.6	-0.8	3.8	3.4
COc1ccc([N+](=O)[O-])cc1NC1CCN(C(=O)c2cccs2)CC1
    ·	1.7	4.4	2.5	3.3	-2.3	-1.4	-0.1	-6.0	7.3
Cc1cc(SCC(=O)NC(=O)NCc2ccco2)nc2ccccc12
    105.9	-2.0	-0.1	-0.1	4.3	-8.9	4.0	-14.8	6.1	-21.6
COc1cccc2cc(CC(=O)c3ccccc3)c(=O)oc12
    99.7	-16.0	1.2	0.7	-23.2	12.5	-2.1	3.4	-0.2	12.2
Cc1nc([N+](=O)[O-])cn1CC(=O)c1ccc(Cl)cc1
    102.1	-4.7	1.1	-2.5	31.2	2.7	-4.3	-0.9	0.8	19.3
COc1cc(OC)cc(-c2n[nH]c(=S)n2-c2ccc3c(c2)OCO3)c1
    ·	1.5	0.8	-2.2	1.0	-2.1	2.2	-3.6	7.6	-10.5
O=C(NC1CCCCC1)N1CCC(n2c(=O)[nH]c3ccccc32)CC1
    108.5	-2.7	-0.8	7.0	8.5	-0.8	·	-3.2	7.8	·
CC(C)NC(=O)NC(=O)CSc1nnc(COc2ccccc2F)n1C(C)C1CC2CCC1C2 (centres undefined)
    103.4	-7.8	-0.7	0.0	3.0	-2.5	9.4	-1.5	2.1	-49.1
Cn1nc(-c2ccc(Cl)cc2)cc1NC(=O)CC(C)(C)CC(=O)O
    87.8	·	·	-0.1	24.9	40.8*	·	·	·	·
CCc1ccccc1NC(=O)C1CCCN1C(=O)NCc1ccccc1 (centres undefined)
    104.8	1.5	-2.0	-4.8	26.9	0.2	-2.5	1.7	-6.0	13.6
Cc1ccccc1C(=O)N1CCN(c2ccc(NC(=O)c3ccco3)cc2)CC1
    93.8	-13.5	-0.5	-0.4	13.9	0.8	-1.3	-2.8	2.4	9.2
O=c1ccc(-c2ccc(S(=O)(=O)Nc3ccccc3)o2)n[nH]1
    109.9	-2.0	-0.3	-2.5	-0.1	-1.1	-1.4	-4.3	1.9	7.1
O=C(O)c1ccc(NS(=O)(=O)c2cccc3cccnc23)cc1
    107.8	-2.2	-0.1	-3.1	-6.7	-4.4	-0.5	-2.2	3.6	2.3
CN1CCN(c2ccc(S(=O)(=O)N3CCCCC3)cc2NC(=O)c2ccc(C#N)cc2)CC1
    105.4	-4.5	4.8	4.6	3.8	·	-2.3	-3.4	1.9	10.9
COc1ccc(/C(=N/O)C(C)(C)NO)cc1
    102.1	-8.5	-0.1	-3.8	5.1	·	-0.7	-2.3	0.1	3.7
COc1cccc(N2CCN(c3nc(C)cc(C)c3C#N)CC2)c1
    117.8	0.5	-1.6	5.9	6.1	-0.3	-0.6	-1.6	-9.6	3.0
Brc1ccc(CSc2ccc(-c3ccco3)nn2)cc1
    111.3	6.8	0.2	1.8	-10.0	24.2	5.4	-1.4	3.6	-25.8
CC1(C)C(=O)Nc2ccccc2N1C(=O)Cn1ncc(Cl)c(Cl)c1=O
    93.9	0.3	0.7	-1.8	21.8	-1.8	-2.4	2.8	3.3	12.8
Cc1cccc(C)c1NC(=O)/C(C#N)=C/c1ccsc1
    105.4	-4.2	2.0	-3.2	3.5	-4.8	0.5	-1.9	3.8	-2.4

# Overlap with the part before: 2 compounds; new compounds follow.
# Second line of a record – DSG3 Ab inh	RTF Ca sens inh	C-LANA FP	V-ATPase pH	Arrestin-AP2 inh	Wnt bcat act	OPRM1-OPRD1 ag	Keap1 Nrf2 FP	cardiac RTF act	MOR-DOR inv ag
CC1(C)C(=O)Nc2ccccc2N1C(=O)Cn1ncc(Cl)c(Cl)c1=O
    93.9	0.3	0.7	-1.8	21.8	-1.8	-2.4	2.8	3.3	12.8
Cc1cccc(C)c1NC(=O)/C(C#N)=C/c1ccsc1
    105.4	-4.2	2.0	-3.2	3.5	-4.8	0.5	-1.9	3.8	-2.4
O=C(C1CC(=O)N(c2ccc(F)cc2)C1)N1CCC(c2nc3ccccc3[nH]2)CC1 (centres undefined)
    99.0	5.5	-1.9	-4.5	23.3	0.7	-0.3	0.4	-2.1	2.2
CCN(CC)C(=O)Oc1ccc2c(c1)O/C(=C\c1ccco1)C2=O
    112.9	-11.3	1.6	-1.2	18.2	5.9	-0.1	-4.9	1.7	0.3
CN(C)CC1CCCCC1OC(=O)/C=C/c1ccc(Cl)cc1Cl (centres undefined)
    106.5	-1.4	-1.1	1.6	-7.8	-1.9	4.2	-1.5	-3.1	-21.8
COC(=O)c1sccc1NC(=O)c1cc2c(s1)CCCC2
    100.3	1.5	-0.1	5.4	1.5	·	-2.1	-1.2	-0.5	10.9
CC1CCCCC1NC(=O)Cn1c(CN2CCCCC2)nc2ccccc2c1=O (centres undefined)
    82.9	5.5	-0.2	-5.4	-7.1	4.2	-0.4	-1.6	2.7	2.0
CC(=O)N1CCN(Cc2nc3cc(NC(=O)NC4CCCCC4)ccc3n2C)CC1
    101.9	-4.0	0.8	1.4	8.2	-0.7	0.9	4.5	-3.4	-4.3
COc1ccc(/C=C(\C#N)C(=O)Nc2cccc(C)n2)cc1
    89.3	-3.8	-1.2	-1.3	4.7	5.0	-3.7	-1.8	-1.7	19.0
CCC1=C(c2cc(OC)c(OC)c(OC)c2)C2(CCCC2)C(=O)O1
    101.8	-4.3	1.4	2.8	-4.8	-1.8	-1.2	4.8	-3.5	6.9
Cc1ccc2cc3cc(C(=O)NC4CCCCC4)oc3nc2c1
    97.2	-3.6	0.9	-1.7	-7.9	13.4	-1.6	-3.3	1.2	8.1
CC(C)CC(=O)Nc1cccc(-c2nc3ncccc3o2)c1
    96.5	0.6	0.9	0.2	-13.0	-1.7	-0.5	-4.8	-3.5	3.0
Cn1cnc([N+](=O)[O-])c1Oc1cccc(O)c1
    96.0	-6.7	-1.0	1.3	-4.8	-5.1	-1.9	-2.8	2.8	10.2
COc1ccc(Cl)cc1NC(=O)CN(C)C(=O)c1cc(=O)c2ccccc2o1
    105.4	-0.8	-1.1	7.8	20.4	-3.9	-0.1	-4.6	4.0	0.6
O=C(CSc1nc2ncc(Br)cc2[nH]1)c1ccc([N+](=O)[O-])cc1
    106.4	-1.5	1.6	2.2	0.2	·	10.7	-3.6	12.6	-48.1
CCOCCCNC(=S)NCCCNc1nc2c(C)cc(C)cc2cc1C#N
    103.0	-16.1	-0.3	0.0	-9.3	1.4	3.5	-2.1	19.6	-19.1
CC[C@@]1(C(=O)OC)N[C@H](CN(C)C(=O)COc2ccccc2)[C@@H]2C(=O)N(Cc3ccccc3)C(=O)[C@@H]21
    104.8	-6.7	0.4	2.9	2.2	-1.6	0.6	1.4	1.9	-2.8
O=C(NNC1=NCCCCC1)Nc1cccc(Cl)c1
    99.7	1.5	-0.8	0.3	11.1	8.5	-2.3	3.3	3.6	13.5
ONC(=Nc1ccccc1)c1ccccc1Cl
    94.8	-8.9	-0.5	-1.0	4.6	-2.7	1.3	2.3	0.1	-5.8
CC1CCCCC12NC(=O)N(CC(=O)NCCc1ccc(S(N)(=O)=O)cc1)C2=O (centres undefined)
    104.0	2.8	-1.5	1.7	22.6	1.9	-2.2	-2.5	-2.5	8.9
COc1ccccc1C1SCCN1S(C)(=O)=O (centres undefined)
    119.4	9.3	-2.0	-1.6	17.6	·	-2.2	-4.8	1.4	12.5
CCOc1ccc(S(=O)(=O)N2CCC(C(=O)NCC(=O)Nc3cccc(Cl)c3C)CC2)cc1
    100.2	-0.4	0.7	0.3	-6.7	-2.5	-1.0	-11.3	1.4	3.7

# An excerpt from above with just Arrestin-AP2 inh, V-ATPase pH and OPRM1-OPRD1 ag:
Compound,Arrestin-AP2 inh,V-ATPase pH,OPRM1-OPRD1 ag
CC1CCCCC1NC(=O)Cn1c(CN2CCCCC2)nc2ccccc2c1=O (centres undefined),-7.1,-5.4,-0.4
CC(=O)N1CCN(Cc2nc3cc(NC(=O)NC4CCCCC4)ccc3n2C)CC1,8.2,1.4,0.9
COc1ccc(/C=C(\C#N)C(=O)Nc2cccc(C)n2)cc1,4.7,-1.3,-3.7

# (list continues)
# Second line of a record – DSG3 Ab inh	RTF Ca sens inh	C-LANA FP	V-ATPase pH	Arrestin-AP2 inh	Wnt bcat act	OPRM1-OPRD1 ag	Keap1 Nrf2 FP	cardiac RTF act	MOR-DOR inv ag
CCOC(=O)C1C(=O)CC(C)(O)C(C(=O)OCC)C1c1ccccc1 (centres undefined)
    100.3	-11.3	1.4	2.6	14.5	-2.7	-0.3	-9.2	-5.3	1.8
COc1cc(F)ccc1S(=O)(=O)N1CCN(C23CC4CC(CC(C4)C2)C3)CC1
    98.8	-16.0	0.3	2.8	-3.3	·	2.7	1.3	0.1	-13.7
COc1ccc(N(C(C)C(=O)N/N=C/c2cccnc2)S(C)(=O)=O)cc1 (centres undefined)
    101.1	15.0	1.8	0.6	5.8	-1.0	0.6	-0.1	3.0	-4.2
O=C(Cn1cc(C(F)(F)F)cc(Cl)c1=O)Nc1cc(S(=O)(=O)N2CCOCC2)ccc1Cl
    102.2	-4.3	0.3	-0.4	-9.0	-0.4	0.8	-3.9	6.3	-4.2
COC(=O)CCCC1=CC2=CC(=O)C(C)(OC(=O)c3cccs3)C(=O)C2=CN1CCc1ccccn1 (centres undefined)
    102.0	-1.2	-1.1	-0.2	5.2	1.1	-0.4	-1.9	-2.2	1.6
Cn1ccnc1SCC(=O)Nc1cccc(O)c1
    100.2	-4.5	0.4	2.1	20.2	2.3	-0.3	0.4	-0.9	1.4
CCN1C(=O)/C(=C\c2cccn2-c2ccc([N+](=O)[O-])cc2)N(CC)C1=S
    99.6	-5.8	1.4	1.7	7.0	-1.4	-1.4	-0.4	7.1	7.3
O=C(NCc1cccnc1)c1ccccc1Br
    99.5	-1.4	0.5	6.3	12.2	·	-1.1	0.1	-5.5	5.9
Cc1ccc(C(=O)NCC(=O)OCC(=O)NCC(F)(F)F)cc1
    95.7	0.2	0.3	-1.9	5.1	1.0	-3.7	4.0	-1.7	17.2
CCCCC(CCC(=O)NNC(=O)Cc1ccccc1)C(=O)O (centres undefined)
    117.2	4.6	-0.2	2.4	4.1	0.3	-0.3	-6.6	11.9	1.4
